Compound activity as filed in PubChem BioAssay.
MT1-MMP act inh – inhibitors of human MT1-MMP activation; actives 0.061% (n = 360,000); HT1080 RFP-PRO-GFP cells, GFP/RFP ratio fluorescence, overnight; percent of plate control window, DMSO zero; AID 651647; GFP/RFP ratio change, % at 20 µM; P50281;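 active = GFP/RFP ratio change of at least 30% with cell ATP level not reduced by more than half and red fluorescence within 50% of control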; also: strong numbers were not always called active
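Material – HT1080 RFP-PRO-GFP cells · Control set – DMSO wells and RFP-L50D-GFP cells · Incubation – overnight cell settling, then overnight compound exposure, 37 °C, 5% CO2 · Compound dosing – single-point 20 µM compound, 1% DMSO · Read-out – GFP/RFP fluorescence ratio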
Scp-1 inhibitor – blocks human Scp-1 phosphatase activity; Q9GZU7; Recombinant Scp1, phosphopeptide, malachite green phosphate absorbance; inhibition, % at 20 µM; actives 0.88% (n = 340,000); AID 493091;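 active = inhibition above about 50% at 20 µM, limit read from the data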;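 also: plate controls were DMSO wells with enzyme for no effect and wells lacking enzyme for full effect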
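System: SCP-1 catalytic domain; Reagent: Phospho 17-mer peptide substrate; Doses: one concentration, 20 µM, with 1.0% DMSO; Incubation: 45 min room-temperature reaction, 5 min colour, 30 min stabiliser; Signal: Phosphate-binding colour reagent, absorbance read at 630 nm.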
STEP inh – inhibitors of human striatal-enriched phosphatase STEP; P54829; actives 0.25% (n = 360,000); inhibition, % at 20 µM; AID 588621; recombinant STEP, OMFP fluorogenic substrate, fluorescence;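 active = inhibition at 20 µM, scaled per plate between control wells, above about 37%, limit read from the data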;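 also: 0% = DMSO with enzyme and substrate and 100% = substrate only without enzyme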
Target sequence (P54829 whole entry, looked up): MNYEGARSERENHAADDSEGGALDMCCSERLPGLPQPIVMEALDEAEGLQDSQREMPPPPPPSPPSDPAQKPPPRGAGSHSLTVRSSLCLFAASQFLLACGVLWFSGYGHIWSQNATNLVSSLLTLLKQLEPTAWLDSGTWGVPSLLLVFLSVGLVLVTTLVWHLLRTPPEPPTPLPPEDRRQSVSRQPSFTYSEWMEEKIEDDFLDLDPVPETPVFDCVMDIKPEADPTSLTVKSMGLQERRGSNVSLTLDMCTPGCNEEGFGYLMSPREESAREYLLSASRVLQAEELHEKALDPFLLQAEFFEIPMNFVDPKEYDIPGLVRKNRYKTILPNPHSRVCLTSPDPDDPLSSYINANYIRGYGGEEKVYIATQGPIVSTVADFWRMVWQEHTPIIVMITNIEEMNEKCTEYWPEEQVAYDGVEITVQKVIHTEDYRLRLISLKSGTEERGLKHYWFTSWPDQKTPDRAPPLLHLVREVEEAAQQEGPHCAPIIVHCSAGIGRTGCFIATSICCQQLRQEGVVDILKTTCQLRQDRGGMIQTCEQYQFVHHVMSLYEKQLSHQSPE
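Material: STEP (striatal-enriched tyrosine phosphatase) enzyme, cell-free | Medium: 50 mM Bis-Tris pH 6.0 with 2.5 mM DTT and 0.005% Tween 20 | Read-out: Percent inhibition scaled to no-enzyme and uninhibited-enzyme controls, plate-pattern corrected | Signal: Fluorescence read at 480 nm ex / 540 nm em | Times: 20 min reaction, room temperature, in the dark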
DNMT1 inh – inhibitors of human DNMT1; P26358; DNMT1 molecular beacon, Hinp1I cleavage, fluorescence; inhibition (reported as % activation of signal), % at 10 µM; actives 0.83% (n = 360,000); in the data active = inhibition above about 50%
Rpn11 block – inhibitors of human proteasome Rpn11; human 26S proteasome, Ub4-pepOG fluorescence polarization; 20S core pre-blocked with epoxomicin; O00487; calls only at 20 µM; actives 0.59% (n = 360,000);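 active = inhibition at 20 µM, scaled to each plate's controls, above about 33%, limit read from the data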
Target sequence (O00487 whole entry, looked up): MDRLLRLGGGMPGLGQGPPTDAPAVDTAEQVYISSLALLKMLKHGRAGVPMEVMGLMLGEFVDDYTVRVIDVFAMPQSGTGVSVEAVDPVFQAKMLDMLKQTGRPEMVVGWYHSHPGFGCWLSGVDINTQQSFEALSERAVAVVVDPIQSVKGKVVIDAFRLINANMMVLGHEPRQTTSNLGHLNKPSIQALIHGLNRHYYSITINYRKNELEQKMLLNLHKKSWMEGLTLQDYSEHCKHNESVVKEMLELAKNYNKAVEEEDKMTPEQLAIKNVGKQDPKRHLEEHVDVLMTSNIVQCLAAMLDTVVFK
SKN-1 inh – blocks SKN-1 activity in C. elegans; C. elegans VP596 Pgst-4::GFP/RFP ratio, acrylamide-induced, 24 h; inhibition, % at 21.8 µM; actives 0.49% (n = 360,000); AID 624304;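 active = interference check ratio from 0.5 to 1.5 plus GFP to RFP signal ratio inhibition reaching or exceeding a fixed threshold, cut at about 30% in these data, passing the limit was not always enough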; also: some compounds called inactive have numbers as strong as hits
CendR NRP1 mod – alters CendR peptide binding to human NRP-1 | O14786 | FAM-RPARPAR peptide binding to NRP-1, fluorescence polarization | inhibition, % at 25 µM | actives 0.85% (n = 360,000) | AID 602438;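 active = inhibition or corrected inhibition above about 18%, plus a signal ratio from 0.5 to 1.5, limit read from the data, passing the limit was not always enough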; also: strong numbers were not always called active
LMPTP block – blocks human LMPTP phosphatase. P24666. recombinant LMPTP-A, OMFP fluorogenic substrate, fluorescence intensity. inhibition, % at 20 µM. actives 0.22% (n = 360,000). AID 651560;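 active = compounds that cut the enzyme signal by at least half of the control window in the single-dose screen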;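 also: plate controls were DMSO wells with enzyme plus substrate for no effect and substrate without enzyme for full effect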
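Test system – LMPTP-A phosphatase enzyme · Quantity – 0.625 nM LMPTP-A final · Reagent – OMFP substrate, 400 µM final · Dosing – one test concentration per compound, 20 µM, with 3% DMSO overall · Timing – 50 min enzyme reaction at room temperature, protected from light · Detection – fluorescence intensity · Controls – substrate-only low control, DMSO enzyme-plus-substrate high control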
SUMO1-SIM PPI – modulators of human SUMO1-mediated protein-protein interactions. P63165. SUMO1 binding to a labelled peptide, TR-FRET, 1 h. inhibition, % at 20 µM. actives 0.33% (n = 360,000). AID 602429; in the data active = inhibition above about 37%
Target sequence (P63165 whole entry, looked up): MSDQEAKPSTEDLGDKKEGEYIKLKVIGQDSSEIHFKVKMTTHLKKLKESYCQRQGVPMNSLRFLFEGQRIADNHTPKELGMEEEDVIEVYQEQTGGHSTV
NadD block – NadD (S. aureus) enzyme inhibition. purified NadD enzyme, colorimetric absorbance read-out. inhibition, % at 20 µM. actives 0.78% (n = 360,000). AID 602399; in the data active = inhibition above about 26%; also: some compounds past the cut are filed as inactive
The depositor's hits bear a star; i = inactive; . = no result given. Outcome played no part in choosing rows. Share with any hit: about 3.9%.

SMILES	MT1-MMP act inh	Scp-1 inhibitor	STEP inh	DNMT1 inh	Rpn11 block	SKN-1 inh	CendR NRP1 mod	LMPTP block	SUMO1-SIM PPI	NadD block
Cc1ccc(S(=O)(=O)Nc2ccc3c(c2)nc(C)n3C)cc1	2	-11	-1	-2	i	-6	6	-1.8	-9	-6
O=C(Nc1cccc(Cl)c1)Nc1csc([N+](=O)[O-])c1	-12	-11	-2	10	i	-11	-24	3.8	-15	-8
O=C(NCCc1ccccc1)c1cccc(Br)c1	1	-2	0	1	i	1	0	-2.1	0	-9
CCN1CCCC1CN(Cc1cc2cc(OC)ccc2[nH]c1=O)C(=O)NCc1ccccc1 (configuration not stated)	-3	8	2	-3	i	-11	-16	2.9	-5	13
CC1CCN(CC(=O)N2CCN(c3ccccc3)CC2)CC1	1	-5	6	-2	i	8	7	0.1	5	1
COc1cccc(OCc2nnc3n2N=C(c2ccccc2)C(CC(=O)O)S3)c1 (configuration not stated)	4	-5	1	2	i	17	-15	-1.2	3	7
CCN(CC)C(=O)Cn1cc(C(=O)C(=O)NCc2cccnc2)c2ccccc21	-1	-5	-2	1	i	23	3	-2.7	-20	-2
CSCC[C@H](NC(=O)OC(C)(C)C)c1nnc(SCc2ccccc2)o1	3	-10	-1	-3	i	16	12	-0.4	-1	-2
CN(Cc1ccccc1)c1nc2c(c(=O)[nH]c(=O)n2C)n1CCCSc1ncccn1	3	5	5	-1	i	-12	1	-1.0	0	-5
COc1cc(NC(=O)C2CCN(S(=O)(=O)c3ccc4c(c3)CC(C)N4C(C)=O)CC2)cc(OC)c1OC (configuration not stated)	-1	-1	2	-2	i	13	-4	-0.9	3	5
COc1ccc([C@@H]2CC=C(C(=O)O)[C@H](c3ccccc3)N2S(=O)(=O)c2ccccc2C)cc1	-5	-8	-2	1	i	0	-3	0.2	9	-2
CCN1CCCC1CNC(=O)C(=O)NC1CC1 (configuration not stated)	0	-3	0	-2	i	-1	-7	-0.9	1	2
CCOc1cccc(-c2cc(N3CCN(CCO)CC3)n3nccc3n2)c1	-6	.	0	-2	i	-6	-4	-3.1	-2	-5
CS(=O)(=O)N(CC(=O)N1CCN(Cc2ccccc2)CC1)c1ccccc1F	-1	5	-5	2	i	3	5	-2.2	2	-2
CN(Cc1ccccc1)S(=O)(=O)c1ccc2[nH]c(=O)oc2c1	4	-15	-2	2	i	-15	2	-1.0	1	1
C=CCN(C(=O)c1ccccc1)C1CCS(=O)(=O)C1 (configuration not stated)	-2	-1	-3	-1	i	18	-8	-1.0	0	-2
CCOC(=O)C1CCN(C(=O)c2cc3c(=O)n4ccccc4nc3n2C)CC1	0	-1	1	0	i	-1	1	-0.6	-4	-7
COc1ccc([N+](=O)[O-])cc1N(CC(O)CN1CCCCC1)S(=O)(=O)c1ccc(C)cc1 (configuration not stated)	3	1	-2	1	i	-3	-1	2.6	-14	1
COc1ccc(C(=O)Nc2cc3c4c(c2)C(C)C(=O)N4CCC3)cc1OC (configuration not stated)	4	28	2	7	i	12	9	2.0	11	7
CSc1ccc(CN2C(=O)NC3(CCCCC3)C2=O)cc1	7	4	-1	-2	i	11	0	0.3	-1	-8
CC(C)C(=O)N1CCC1(C)C(=O)NCc1ccc(C(C)(C)C)cc1 (configuration not stated)	-1	.	2	-2	i	20	-11	0.6	0	1
CC(C)c1nc(SCC(=O)N2CC(=O)Nc3ccccc32)c2ccccc2n1	-2	-13	-3	-1	i	16	18	-0.4	1	-3
CCOC1=C2[C@H](c3ccc(CC)cc3)N(S(=O)(=O)c3ccc(C)cc3)C[C@H]2n2c(=O)n(-c3ccccc3)c(=O)n2C1	0	.	3	-1	i	17	11	0.8	4	10
O=C(c1cccs1)c1coc2ccc(O)c(CN3CCOCC3)c12	-9	-2	0	2	i	-10	13	0.7	0	2
COc1cccc(OCC(O)CN2CCN(C(c3ccccc3)c3ccccc3)CC2)c1 (configuration not stated)	-10	-11	0	1	i	2	-12	-3.8	-3	-9
Cc1ncc([N+](=O)[O-])n1CCOC(=O)NC(NCc1ccccc1Cl)C(Cl)(Cl)Cl (configuration not stated)	1	4	3	-4	i	-4	38*	-0.5	-13	-4
N#Cc1ccccc1NC(=O)Nc1ccc(Cl)cc1	3	-5	-3	-1	i	0	1	-0.8	-3	-9
Cc1ccnc2nc(C(=O)OCC(=O)c3ccc(Cl)cc3)nn12	-6	-10	-3	1	i	-3	-8	-1.3	1	-1
CCN(CC)Cc1c(NC(=O)c2ccccc2)sc(C)c1C	-3	0	3	7	i	9	3	2.5	-1	-6
COc1ccc(C2NC(=S)NC(C)=C2C(=O)c2ccccc2)cc1OC (configuration not stated)	-2	0	-1	3	i	1	-2	-1.4	-5	-3
O=C(Nc1cccnc1)c1ccc2c(c1)C(=O)N(CC1CCCO1)C2=O (configuration not stated)	7	-2	-3	2	i	2	9	-1.1	-18	-3
Cc1ccc(S(=O)(=O)CCc2nnc(NC(=O)COc3cccc(C)c3)s2)cc1	-1	-2	-6	6	i	1	-2	-0.9	4	3
COc1ccc(-c2nc(CC(=O)O)cs2)cc1	1	-14	2	-6	i	11	-3	-1.6	-3	0
Cc1cccc(C)c1NC(=O)C1(C)CN(S(C)(=O)=O)CC(=O)N1CCOc1ccccc1 (configuration not stated)	2	.	.	.	.	3	16	-0.4	-5	.
Cc1cccc(C(=O)N[C@H](C(=O)OCC(=O)NC2CCS(=O)(=O)C2)C(C)C)c1 (some centres not stated)	3	2	-4	3	i	-9	8	-2.3	-1	-1
Cc1ccc(SCC(=O)Nc2ccccc2N2CCOCC2)cc1	0	-2	-3	0	i	5	0	1.0	3	-11
COCCN1C(=O)CN(S(C)(=O)=O)CC1(C)C(=O)Nc1c(C)cccc1C (configuration not stated)	0	.	.	.	.	7	12	-1.1	-4	.
O=C(O)/C=C/C(=O)c1ccc2c(c1)CCc1ccccc1-2	-1	0	-2	24	i	12	-88	0.8	18	-3
CC1C(=O)NN=C1c1ccc([N+](=O)[O-])cc1 (configuration not stated)	1	4	-3	-4	i	8	15	-1.3	-29	2
Cc1ccc(S(=O)(=O)NC(=O)CSc2nc3ccccc3s2)cc1	0	2	3	0	i	-23	-19	1.8	4	1
CC(=O)c1cnc2c(-c3ccccc3)c(C)nn2c1C	2	-5	2	-3	i	16	-1	-0.2	-5	-1
COCCn1nc2cc(C(=O)NCC34CC5CC(CC(C5)C3)C4)ccc2c1OC	4	-5	2	1	i	-4	7	-1.5	-7	2
Cc1cc(C)c(OCC(=O)OCCNC(=O)c2cccnc2)c(C)c1	1	-11	-1	0	i	6	-8	-2.9	-1	0
CCOc1ccc(NC(=O)CSc2nc(-c3cccs3)cc(C(F)(F)F)n2)c([N+](=O)[O-])c1	4	-7	-3	20	i	6	-15	0.2	-1	-2
CC(C)(C)NCC(O)COc1c(F)cc(Br)cc1F (configuration not stated)	-7	-2	2	3	i	12	-2	-0.6	3	-2
O=C(/C=C/c1ccc(Cl)cc1)N1CCN(c2ccccn2)CC1	0	1	0	3	i	-4	4	0.4	-2	1
COc1ccc(C2=CSC3=NCCN23)cc1[N+](=O)[O-]	-2	-9	-1	-3	i	10	1	3.1	-27	-2
O=C(c1cccc(S(=O)(=O)N2CCc3ccccc3C2)c1)N1CCN(c2ccccc2)CC1	1	9	2	-7	i	8	19	3.3	0	3
Cc1nc(SCc2ccc([N+](=O)[O-])cc2)n[nH]1	0	6	-1	1	i	-3	-2	-2.5	-26	1
COC(=O)c1cc(OC)c(OC)cc1NC(=O)CSc1ccc(C)cc1	-3	-15	-2	-3	i	-2	-9	1.2	4	-17
CSc1nnc2sc3cc(C)ccc3n12	0	.	0	0	i	10	0	-0.5	6	-5
COc1ccc(S(=O)(=O)CC(=O)Nc2ccccc2Cl)cc1	0	3	0	2	i	-6	-4	-1.3	1	0
Nc1cccc(OCCCCCOc2cccc(N)c2)c1	7	.	-4	-20	i	-10	7	-1.7	3	7
O=C(CN1CCC(NC(=O)Nc2ccc(F)cc2)CC1)Nc1ccccc1[N+](=O)[O-]	-2	-8	0	-1	i	22	-2	0.6	-20	-3
Cn1cnnc1SCC(=O)c1cccc([N+](=O)[O-])c1	1	10	-2	-3	i	-2	-15	-0.4	-18	4
CN=c1scc(-c2ccc(F)cc2)n1/N=C/c1ccc(O)c(O)c1	-29	-5	0	-11	i	-2	14	1.3	-7	16
CC(=C1C(=O)c2ccccc2C1=O)N1CCc2ccccc2C1	-1	-4	3	-6	i	-2	0	-0.1	-14	-1
C=CCn1c(C)cc(C(=O)COc2ccc(N(C)S(=O)(=O)c3ccc(NC(C)=O)cc3)cc2)c1C	-8	-7	-4	-19	i	16	-15	2.1	-2	4
COc1ccc2c(c1)CC/C(=C\C=C\c1ccccc1OC)C2=O	-2	-16	1	-14	i	-4	3	0.9	-4	28
COc1cc(OC)cc(C(=O)N[C@H](C(=O)Nc2cc(C)cc(C)c2)C(C)C)c1	-12	-3	-3	-1	i	2	3	-1.3	-3	0

Printed as active in CendR NRP1 mod, of those listed so far:
SMILES	MT1-MMP act inh	Scp-1 inhibitor	STEP inh	DNMT1 inh	Rpn11 block	SKN-1 inh	CendR NRP1 mod	LMPTP block	SUMO1-SIM PPI	NadD block
Cc1ncc([N+](=O)[O-])n1CCOC(=O)NC(NCc1ccccc1Cl)C(Cl)(Cl)Cl (configuration not stated)	1	4	3	-4	i	-4	38*	-0.5	-13	-4

The results go on.
SMILES	MT1-MMP act inh	Scp-1 inhibitor	STEP inh	DNMT1 inh	Rpn11 block	SKN-1 inh	CendR NRP1 mod	LMPTP block	SUMO1-SIM PPI	NadD block
CCSc1nnc(-c2cc(Br)ccc2N)c(=O)[nH]1	4	-2	1	1	i	9	-1	-0.9	1	0
c1ccc(NCc2ccccn2)cc1	-1	-6	-3	0	i	5	13	-1.1	-2	-3
C/C(=N\NC(=O)c1ccco1)c1ccc(NC(=O)c2ccccc2)cc1	1	9	1	1	i	5	-4	0.2	-7	-9
O=C(O)C1C2CCC(C2)C1C(=O)Nc1ccc(Cl)c(Cl)c1 (configuration not stated)	1	-13	2	2	i	-2	10	-1.1	8	-8

Rewritten with values under each structure: part of the list above.
Below each SMILES – MT1-MMP act inh	Scp-1 inhibitor	STEP inh	DNMT1 inh	Rpn11 block	SKN-1 inh	CendR NRP1 mod	LMPTP block	SUMO1-SIM PPI	NadD block
C/C(=N\NC(=O)c1ccco1)c1ccc(NC(=O)c2ccccc2)cc1
    1	9	1	1	i	5	-4	0.2	-7	-9
c1ccc(NCc2ccccn2)cc1
    -1	-6	-3	0	i	5	13	-1.1	-2	-3
